From PubChem
DT40 TDP1 CPT – qHTS for Inhibitors of human tyrosyl-DNA phosphodiesterase 1 (TDP1): qHTS in cells in presence of CPT. 420,000 compounds, 12% hits. chicken DT40 Tdp1-/-;hTDP1 cells + 20 nM CPT, ATP luminescence, 48 h. Potency, µM (highest dose often 46.2 µM), without a hit: at the top dose activity change, negative = growth inhibition, actives largely listed as inhibitors; further: nearly all actives have a fitted effect of over 55% in size
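Cell growth measured by CellTiter-Glo luminescence after a minimum 48 h, 37 C compound exposure with 20 nM CPT in Tdp1-knockout DT40 cells stably expressing hTDP1, seeded 400/well; qHTS titration format.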
DT40 TDP1 no CPT – qHTS for Inhibitors of human tyrosyl-DNA phosphodiesterase 1 (TDP1): qHTS in cells in absence of CPT | DT40 Tdp1-/- hTDP1 cells, no CPT, ATP luminescence, 48 h | Potency, µM (doses to about 46.2 µM), without a hit: at the highest dose activity change, negative = growth inhibition, actives largely listed as inhibitors | 420,000 compounds, 15% hits; further: nearly all actives have a fitted effect of over 55% in size
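No-CPT arm: Tdp1-/-;hTDP1 DT40 cells (400/well) plus compounds, incubated ≥48 hr at 37 °C. Readout CellTiter-Glo luminescence.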
TDP1 block – qHTS Assay for Inhibitors of Tyrosyl-DNA Phosphodiesterase (TDP1). 350,000 compounds, 0.28% hits. recombinant TDP1, AlphaScreen DNA substrate cleavage. Tyrosyl-DNA phosphodiesterase 1 (Homo sapiens), Q9NUW8. Potency, µM (top dose mostly 130 µM), for the others: at the highest dose activity change, negative = inhibition, most hits filed as inhibitors. AID 485290, 2010; further: nearly all actives have a fitted effect of over 40% in size
Target sequence (Q9NUW8 whole entry, looked up): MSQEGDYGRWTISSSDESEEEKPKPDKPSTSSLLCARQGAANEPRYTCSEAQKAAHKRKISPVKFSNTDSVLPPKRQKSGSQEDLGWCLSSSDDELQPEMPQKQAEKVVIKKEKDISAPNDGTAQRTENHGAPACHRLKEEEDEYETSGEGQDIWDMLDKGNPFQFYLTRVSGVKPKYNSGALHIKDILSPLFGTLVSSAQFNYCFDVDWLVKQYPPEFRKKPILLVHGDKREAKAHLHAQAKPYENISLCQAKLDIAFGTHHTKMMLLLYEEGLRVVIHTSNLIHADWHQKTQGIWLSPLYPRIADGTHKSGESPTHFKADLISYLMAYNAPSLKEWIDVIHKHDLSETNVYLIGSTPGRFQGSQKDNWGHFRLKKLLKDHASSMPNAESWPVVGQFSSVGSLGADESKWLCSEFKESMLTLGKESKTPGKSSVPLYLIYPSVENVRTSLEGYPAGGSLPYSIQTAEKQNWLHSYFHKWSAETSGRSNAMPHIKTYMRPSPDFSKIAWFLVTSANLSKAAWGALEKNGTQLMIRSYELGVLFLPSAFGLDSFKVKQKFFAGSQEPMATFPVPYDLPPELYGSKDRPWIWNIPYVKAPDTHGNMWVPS
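Enzyme-compound mixtures sat 15 min at room temperature, followed by a 5 min reaction with 15 nM final substrate and 10 min with AlphaScreen beads. Recombinant human Tdp1 was used at 1 nM final.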
Numbers without * were called inactive; ? = inconclusive; . = no result given; & = joins results of further samples. The call rests on the fitted dose curve; in most records, active means well fitted curve in the direction sought with a large enough effect; inconclusive means small, poorly fitted or top-dose-only effect, or another doubt; inactive means no such curve, though single readings can be large; an effect the other way counts as inactive or inconclusive. On the % scale 0 is the no-effect control and ±100 the full control effect; potency means the concentration at half of the fitted maximal effect. Only part of the results is shown (hit frequency here may not be typical).

The first 13 records (preview)
mol,DT40 TDP1 CPT,DT40 TDP1 no CPT,TDP1 block
O=C(NC(c1ccc(Cl)cc1)P(=O)(Oc1ccccc1)Oc1ccccc1)OCc1ccccc1 (stereo unspecified),?,?,-8%
CCC(=NCc1ccc2c(c1)OCO2)c1c(O)n(C2CCCCC2)c(=O)[nH]c1=O,?,?,5%
CN1CCN(c2ccc(S(C)(=O)=O)cc2[N+](=O)[O-])CC1,15%,-9%,0%
O=c1cccc2n1CC1CC2CN(Cc2cccc(Cl)c2Cl)C1 (stereo unspecified),?,-27%,4%
CN(C(=O)COC(=O)c1cn(C)c2ccccc12)C1CCCCC1,-24%,-4%,0%
O=c1[nH]c(=S)n(-c2ccccc2F)c(O)c1C=NCCN1CCNCC1,-7%,-11%,.
COc1cccc([C@@]2(O)CCCC[C@@H]2CN(C)C)c1,25%&-1%,19%&-12%,2%&6%&3%
CC12CCC3C(CC=C4CC(O)CCC43C)C1C/C(=C\c1ccccc1F)C2=O (stereo unspecified),?,23µM*,0%
O=Cc1cn(CCCOc2ccccc2)c2ccccc12,?,?,1%
CCC(C)NC(=O)c1c(N)n(CCCOC)c2nc3ccccc3nc12 (stereo unspecified),-6%,?,-8%
CN(C)c1cccc2c(C#N)ccc(N(C)C)c12,-1%,-20%,-1%
O=C(c1ccc(Cl)cc1)C1CCCN(C2CCSCC2)C1 (stereo unspecified),4%,?,2%
Cc1ccc2[nH]c(C)c(CCNCc3ccco3)c2c1,?,?,3%

The list itself, repeating the preview:
mol,DT40 TDP1 CPT,DT40 TDP1 no CPT,TDP1 block
O=C(NC(c1ccc(Cl)cc1)P(=O)(Oc1ccccc1)Oc1ccccc1)OCc1ccccc1 (stereo unspecified),?,?,-8%
CCC(=NCc1ccc2c(c1)OCO2)c1c(O)n(C2CCCCC2)c(=O)[nH]c1=O,?,?,5%
CN1CCN(c2ccc(S(C)(=O)=O)cc2[N+](=O)[O-])CC1,15%,-9%,0%
O=c1cccc2n1CC1CC2CN(Cc2cccc(Cl)c2Cl)C1 (stereo unspecified),?,-27%,4%
CN(C(=O)COC(=O)c1cn(C)c2ccccc12)C1CCCCC1,-24%,-4%,0%
O=c1[nH]c(=S)n(-c2ccccc2F)c(O)c1C=NCCN1CCNCC1,-7%,-11%,.
COc1cccc([C@@]2(O)CCCC[C@@H]2CN(C)C)c1,25%&-1%,19%&-12%,2%&6%&3%
CC12CCC3C(CC=C4CC(O)CCC43C)C1C/C(=C\c1ccccc1F)C2=O (stereo unspecified),?,23µM*,0%
O=Cc1cn(CCCOc2ccccc2)c2ccccc12,?,?,1%
CCC(C)NC(=O)c1c(N)n(CCCOC)c2nc3ccccc3nc12 (stereo unspecified),-6%,?,-8%
CN(C)c1cccc2c(C#N)ccc(N(C)C)c12,-1%,-20%,-1%
O=C(c1ccc(Cl)cc1)C1CCCN(C2CCSCC2)C1 (stereo unspecified),4%,?,2%
Cc1ccc2[nH]c(C)c(CCNCc3ccco3)c2c1,?,?,3%
O=C(Nc1ccc(Cl)cc1)C1CCN(C(=O)c2cccs2)CC1,-26%,?,5%
COc1ccc(C(=O)c2nc3ccccc3n2C(C)C)cc1OC,?,?,.
O=C(NCP(=O)(Oc1ccccc1)Oc1ccccc1)OCc1ccccc1,-1%,-19%,.
O=C(Cc1ccccc1)Oc1ccc(N2C(=O)CCC2=O)cc1,-7%,-1%,2%
Cc1cccc(N2C(=O)NC(=O)/C(=C/c3ccc([N+](=O)[O-])o3)C2=O)c1,?,?,.
CP(=O)(O)CCCN,3%&0%&16%,-10%&8%&1%,-2%&5%&5%&-5%
CN(C)CCN=Cc1c(O)n(-c2cccc(C(F)(F)F)c2)c(=O)[nH]c1=O,-3%,0%,5%
c1ccc(CN2COC3CCCCCC32)cc1 (stereo unspecified),?,-18%,.
Cc1cc(C)c(S(=O)(=O)N2Cc3ccccc3-n3nncc3C2)c(C)c1,5.2µM*,2.1µM*,.
COc1cc(C2c3cc4c(cc3CC3COC(=O)C32)OCO4)cc(OC)c1O (stereo unspecified),0.052µM*,0.29µM*,.
CCCCn1c(O)c(C(C)=Nc2ccc(C(=O)O)cc2)c(=O)[nH]c1=O,-6%,-16%,1%
O=c1[nH]c2ccccc2n1C1CCN(C(c2cc3ccccc3o2)c2nnnn2Cc2ccccc2)CC1 (stereo unspecified),10µM*,9.2µM*,.
CCC1C2Cc3ccc(O)cc3C1(CC)CCN2C (stereo unspecified),-15%,-19%,.
CC(=O)c1ccc(OC(C)C)c(Cc2c(O)[nH]c(=S)[nH]c2=O)c1,-4%,11%,9%
CN(C)c1ccc([P+](=O)c2ccc(N(C)C)cc2)cc1,?,21µM*,2%
CCCCc1nc(N2CCNCC2)c(C#N)c2c1CSC(C)(C)C2,?,?,6%
CCN(CC)c1nc2c(C)cccn2c(=O)c1C=C1C(=O)NC(=O)NC1=O,-8%,-23%,2%
CSc1ncc(/C=C2/C(=O)NC(=O)N(c3ccc(C)cc3)C2=O)cn1,21%,-24%,-1%
CCOc1cc2c(cc1OCC)-n1cccc1C(c1cc(C)c(OC)cc1C)NC2 (stereo unspecified),10µM*,7.3µM*,.
CC(C)CCOP(=O)(c1ccc(N(C)C)cc1)C(O)c1ccc(C(C)C)cc1 (stereo unspecified),?,21µM*,.
CCOCC1(CCc2ccccc2)C(=O)NC(=S)NC1=O,9%,7%,.
Cc1nc2ncnn2c(C)c1CCC(=O)N1CCC2(CC1)OCCO2,-11%,17%,3%
COc1cccc(-c2nn(CCC#N)cc2C(=O)Nc2ccccc2Cl)c1,?,?,.
COc1ccc(C(=O)N2CCC3(CC2)OCCO3)cc1,-22%,2%,.
O=C1NCN(c2ccccc2)C12CCN(C(c1ccccc1OC(F)(F)F)c1nnnn1C1CCCC1)CC2 (stereo unspecified),?,?,.
CC(C)(C)n1nnnc1C(c1cccs1)N1CCC2(CC1)C(=O)NCN2c1ccccc1 (stereo unspecified),-19%,?,.
COc1ccc(OC)c(-n2c(O)c(/C=C3\C(C)=Nc4ccccc43)c(=O)[nH]c2=O)c1,4%,-13%,4%
N#CCCn1cc(C(=O)Nc2ccccc2Cl)c(-c2ccc([N+](=O)[O-])cc2)n1,-9%,?,2%
CCOP(=O)(Cc1cc(C(=O)CC)c(C)o1)OCC,2%,?,.
O=C1c2ccccc2C(=O)c2c1ccc1c(=O)n(-c3ccccc3)[nH]c21,?,23µM*,8%
COC(=O)c1ccccc1N=Cc1c(O)[nH]c(=O)[nH]c1=O,0%,0%,.
O=C1N(CN2CCOCC2)c2ccccc2C1(O)c1c[nH]c2ccccc12 (stereo unspecified),?,-10%,4%
CCN(c1cccc(C)c1)S(=O)(=O)c1ccc2c(c1)oc(=O)n2C,3%,?,.
Cc1ccc2c(c1)C1CN(C)CCC1N2C(=O)Cn1nnc(-c2ccccc2F)n1 (stereo unspecified),7%,-4%,5%
CCOP(=O)(Cc1cc(C(C)=O)c(C)o1)OCC,-17%,-12%,-4%

The list goes on:
smiles | DT40 TDP1 CPT | DT40 TDP1 no CPT | TDP1 block
Cn1nc(-c2ccc(OCC(=O)N3CCN(Cc4ccccc4)CC3)cc2)c2ccccc2c1=O | 13µM* | 6.5µM* | 5%&6%
COc1cccc2c1C13CC[N+]4(CC5CC5)CO[C@]1(CCC(=O)C3)C4C2 | 3% | -12% | 0%
COc1ccc2[nH]c(C)c(CCN3CCC(=O)C(C)C3C)c2c1 (stereo unspecified) | -11% | -14% | 4%
C(=C\c1ccccc1)/CN1CCN(CCOC(c2ccccc2)c2ccccc2)CC1 | 3.7µM* | 4.6µM* | 21%
CC1(C)C(O)CC(=O)[C@]2(C)C1CC(=O)[C@]1(C)C2CC[C@@]2(C)C(c3ccoc3)OC(=O)C3O[C@@]321 (stereo partly specified) | -20% | -17% | 5%
O=C(O)c1cc(O)c(O)c(O)c1 | 0.58µM* | 0.92µM* | ?
CCN1CCN(c2ccc([N+](=O)[O-])cc2C=C2C(=O)NC(=O)NC2=O)CC1 | -30% | -30% | -3%
CCCCOP(=O)(OCCCC)C(O)c1ccc(F)cc1 (stereo unspecified) | -7% | ? | .
Cc1ccc2nc(-c3ccc(CN4CCC(n5c(=O)[nH]c6ccccc65)CC4)cc3)c(-c3ccccc3)nc2c1 | 8.2µM* | 12µM* | .
O=C(c1n[nH]c(=O)c2ccccc12)N1CCC2(CC1)OCCO2 | -8% | -8% | 5%
[N-]=[N+]=CC(=O)OC[C@H](N)C(=O)O | ? | ? | 6%
CC[C@H]1CC2CN3CCc4c([nH]c5cc(OC)ccc45)[C@](C(=O)OC)(C2)[C@H]13 | ? | ? | .
C=CCn1c(C)c(C=C2C(=O)NC(=O)NC2=O)c2ccccc21 | ? | ? | .
Cc1c(C(=O)Nc2ccc(Br)cc2F)oc2ccc(S(=O)(=O)N3CCCCC3)cc12 | ? | ? | 3%
CC(=O)C1=C(C)OC(N)=C(C(=O)OC(C)C)C12C(=O)Nc1ccccc12 (stereo unspecified) | -2% | 7% | 2%
O=C(CN1CCN(c2ccccc2)CC1)Nc1ccccc1C(=O)NCCc1ccccc1 | ? | ? | .
COC(=O)OCC12CCC(O1)C1(C)C(=O)OCC21 (stereo unspecified) | ? | 29µM* | -3%
O=c1[nH]c2ccccc2n1C1CCN(Cc2ccc(-c3[nH]c4cc5ncnc5cc4nc3-c3ccccc3)cc2)CC1 | 2.3µM* | 2.9µM* | 19%
CCC(C)C(=O)N[C@@H](c1ccccc1)[C@@H](O)C(=O)O[C@H]1C[C@@]2(O)[C@@H](OC(=O)c3ccccc3)C3[C@](C)(C(=O)[C@H](OC(C)=O)C(=C1C)C2(C)C)[C@@H](O)C[C@H]1OC[C@@]31OC(C)=O (stereo partly specified) | 0.029µM* | 0.18µM* | .
COc1cccc(CNCCc2c[nH]c3ccccc23)c1OC | 2% | -15% | 11%
CCC(C(=O)N1CCC2(CC1)OCCO2)c1ccccc1 (stereo unspecified) | -3% | 3% | 2%
COc1cccc(N2C(=O)NC(=O)/C(=C\c3cn(C)c4ccccc34)C2=O)c1 | ? | -23% | .
O=C(Nc1ccc2nc(SCC(=O)N3CCCc4ccccc43)sc2c1)c1ccccc1F | 5.8µM* | 5.2µM* | 5%
O=C(CSC1c2ccccc2-c2ccccc21)N/N=C/c1ccccc1 | ? | -17% | 3%
CCC(=O)N1N=C2C3CCN(CC3)C2C1c1ccc(C)cc1 (stereo unspecified) | -8% | 0% | -4%
CC(C(=O)c1c[nH]c2ccccc12)N1CCSCC1 (stereo unspecified) | -19% | -10% | 3%
C[N+]12CCC(CC1)C(C(O)(c1cccc(Cl)c1)c1cccc(Cl)c1)C2 (stereo unspecified) | -28% | ? | 5%
CC(C)CS(=O)(=O)C1=NN2C(=N)/C(=C\c3ccc(OC(=O)c4ccco4)cc3)C(=O)N=C2S1 | ? | 15% | .
Cc1sc2c(c1C)C(c1ccc(C(C)(C)C)cc1)=NCC(=O)N2CC(=O)Nc1nccs1 | ? | ? | 7%
CNC(=S)N(C)CCc1cc2c(c(OC)c1C=C1C(=O)NC(=O)NC1=O)OCO2 | 0% | 1% | 0%
Nc1ccccc1C(=O)OC1CSC1 | -13% | -8% | -7%
CCCN(CC#CCO)CCC | -7% | -2% | 2%
CCOC(=O)[C@]12Cc3cc(C)ccc3[C@H]1N(Cc1ccccc1)C(=O)c1ccccc12 | 10µM* | 15µM* | .
Cc1cccc(N2CCN(C(=O)C34CC5CC(CC(C5)C3)C4)CC2)c1C | ? | ? | 1%
NCCc1nc2ccccc2s1 | 5% | 10% | -3%
Cc1cc(C)n2c(Nc3ccc4c(c3)OCCO4)c(-c3cc4ccccc4o3)nc2n1 | ? | 21µM* | .
CN(C)S(=O)(=O)c1ccc(C(=O)NCCSc2c(-c3ccccc3)[nH]c3ccccc23)cc1 | 6.5µM* | 6.5µM* | 3%
CCOc1ccc(N=Cc2c(O)n(C(C)(C)C)c(=O)[nH]c2=O)cc1 | -16% | ? | -11%
COc1ccc2o/c(=N\O)c(C(=O)Nc3ccc(C)cc3)cc2c1 | 23µM* | ? | 5%

Some of the entries so far, field by field:
O=C(Nc1ccc(Cl)cc1)C1CCN(C(=O)c2cccs2)CC1
- DT40 TDP1 CPT: -26%
- DT40 TDP1 no CPT: ?
- TDP1 block: 5%

COc1ccc(C(=O)c2nc3ccccc3n2C(C)C)cc1OC
- DT40 TDP1 CPT: ?
- DT40 TDP1 no CPT: ?
- TDP1 block: .
